ATG4B inhibitor: blocks human ATG4B protease cleavage of LC3 substrate; inhibition, % at 8.33 µM; actives 0.51% (n = 340,000); ATG4B cleavage of LC3-PLA2, NBD-HPC fluorescence, 1 h; Q9Y4P1; in the data active means inhibition above about 40%
Target sequence (Q9Y4P1 whole entry, looked up): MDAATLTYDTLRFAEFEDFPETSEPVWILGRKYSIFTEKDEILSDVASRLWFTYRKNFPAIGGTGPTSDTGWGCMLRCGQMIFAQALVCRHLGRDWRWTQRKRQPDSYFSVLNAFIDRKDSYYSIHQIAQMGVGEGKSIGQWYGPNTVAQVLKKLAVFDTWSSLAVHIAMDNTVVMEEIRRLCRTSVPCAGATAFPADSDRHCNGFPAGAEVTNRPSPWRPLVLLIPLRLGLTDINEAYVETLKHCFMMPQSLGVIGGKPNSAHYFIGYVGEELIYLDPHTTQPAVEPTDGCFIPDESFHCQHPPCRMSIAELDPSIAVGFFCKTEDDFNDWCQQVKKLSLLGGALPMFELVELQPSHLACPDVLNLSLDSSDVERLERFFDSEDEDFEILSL
PfGluPho inh: PfG6PD (Plasmodium falciparum) enzyme inhibition. actives 0.78% (n = 350,000). inhibition, % at 20 µM. PfGluPho enzyme, NADPH resazurin-diaphorase fluorescence;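 active means inhibition reaching at least a set limit at 20 µM in the primary screen, cut at about 59% in these data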;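 further: 0% = DMSO wells with substrate and 100% = DMSO wells lacking glucose-6-phosphate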
HKDC1 inh: blocks human hexokinase HKDC1 activity | Q2TB90 | recombinant HKDC1, G6PDH/diaphorase resazurin coupled fluorescence | inhibition, % at 20 µM | actives 0.16% (n = 340,000);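 active means inhibition above about 35% when tested at 20 µM, limit read from the data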;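 further: plate controls were DMSO wells with enzyme for no effect and DMSO wells lacking enzyme for full effect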
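Test system: HK5 enzyme. Quantity: 5 µg/mL HK5 final. Reagent: glucose and ATP substrates. Schedule: 90 min reaction incubation at room temperature, dark. Technique: resazurin-to-resorufin fluorescence via G6PDH and diaphorase coupling, 525/613 nm. Control set: DMSO wells with and without enzyme mix.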
SENP7 inh: blocks the human protease SENP7. Q9BQF6. recombinant SENP7, Z-RLRGG-aminoluciferin luminescence, 40 min. inhibition, % at 5 µM. actives 1.5% (n = 330,000). AID 434973;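 active means inhibition above about 50% at the single test dose, limit read from the data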;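 further: plate controls were DMSO with enzyme for no effect and no enzyme buffer wells for full effect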
Target sequence (Q9BQF6 706-1050 limits assumed): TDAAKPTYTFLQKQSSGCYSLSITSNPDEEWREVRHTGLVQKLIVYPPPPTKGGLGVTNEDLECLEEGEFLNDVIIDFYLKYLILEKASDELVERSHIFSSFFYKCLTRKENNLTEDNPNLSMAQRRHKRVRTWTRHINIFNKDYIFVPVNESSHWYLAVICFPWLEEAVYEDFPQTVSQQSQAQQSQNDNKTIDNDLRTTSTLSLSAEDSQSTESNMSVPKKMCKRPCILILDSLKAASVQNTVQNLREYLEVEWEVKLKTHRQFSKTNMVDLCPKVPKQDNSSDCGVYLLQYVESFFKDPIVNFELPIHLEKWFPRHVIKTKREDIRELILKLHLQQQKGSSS
SENP6 inh: blocks the human protease SENP6. Q9GZR1. AID 2599. Recombinant SENP6 catalytic domain, aminoluciferin luminescence. actives 1.8% (n = 330,000). inhibition, % at 10 µM;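 active means inhibition above about 50% at the single tested dose, limit read from the data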;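 further: plate controls were DMSO wells with enzyme for no effect and DMSO wells lacking enzyme for full effect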
SENP8 inh: SENP8 (human) protease inhibition | Q96LD8 | AID 602440 | recombinant SENP8, Nedd8 substrate fluorescence | actives 0.64% (n = 360,000) | inhibition, % at 20 µM; in the data active means inhibition mostly above about 40%, no sharp cut-off; inactive means mostly below about 27%
Target sequence (Q96LD8 whole entry, looked up): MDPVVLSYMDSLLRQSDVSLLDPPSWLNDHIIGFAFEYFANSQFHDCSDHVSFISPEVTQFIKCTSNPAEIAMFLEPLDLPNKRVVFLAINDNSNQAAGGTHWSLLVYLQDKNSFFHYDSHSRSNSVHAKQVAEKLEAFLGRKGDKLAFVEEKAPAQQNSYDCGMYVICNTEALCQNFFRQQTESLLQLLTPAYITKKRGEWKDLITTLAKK
GRIN3A LBD mod: modulators (binders) of human NR3A ligand-binding domain | NR3A LBD differential scanning fluorimetry, Tm shift; 0% = protein alone, 100% = glycine-bound protein | Tm shift relative to glycine control, % at 25 µM | actives 2.5% (n = 340,000) | AID 1259313;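 active means melting temperature shift of at least 10% of the positive control shift, at one fixed dose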
MPTP block: inhibitors of mitochondrial permeability transition pore. isolated mouse mitochondria, Ca2+ swelling absorbance, 30 min. inhibition, % at 10 µM. actives 1.4% (n = 360,000);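 active means inhibition of 50% or more, scaled per plate between neutral and stimulator controls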;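 further: 0% = DMSO wells given calcium and 100% = 1 mM EGTA wells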
Starred values were filed as active, the others as inactive; nt = not tested or not shown.

SMILES | ATG4B inhibitor | PfGluPho inh | HKDC1 inh | SENP7 inh | SENP6 inh | SENP8 inh | GRIN3A LBD mod | MPTP block
COc1cccc(CC(=O)N2CCC(n3nccc3NC(=O)C3CCOC3)CC2)c1 (centres undefined) | 9 | 8 | -5 | 0 | -9 | 10 | 2 | -1.1
CCCCN1CC(C(=O)NC2CCCCC2)CC1=O (centres undefined) | 0 | -8 | -2 | 7 | 11 | 23 | 0 | -0.8
Cc1ccc(N(C(=O)c2snc(C(N)=O)c2N)C(C(=O)NCC2CCCO2)c2ccc(C)o2)c(C)c1 (centres undefined) | 12 | -2 | 0 | 2 | 0 | -302 | -2 | 0.2
NC(=O)C1(N2CCCCC2)CCN(CC(=O)Nc2ccccc2-c2ccccc2)CC1 | 14 | -8 | -6 | -10 | -11 | 6 | -2 | -0.5
CCOCCCn1c(=S)[nH]c2cc(C(=O)N3CCN(C)CC3)ccc2c1=O | -3 | -12 | -9 | 3 | 18 | 10 | 1 | 1.9
O=C(CCN1CCCCC1)NCNC(=O)CCN1CCCCC1 | -4 | 11 | -2 | -7 | -2 | 2 | -1 | -0.2
CSCCOC(=O)C1=C(C)Nc2ccc(C)cc2S1 | -21 | 60* | -2 | 1 | -6 | 30 | -1 | 0.0
CCN(CC)CCN1C(=O)C2C(C(=O)Nc3ccc(Br)cc3)C3C=CC2(O3)C1C(=O)NC1CCCCC1 (centres undefined) | -7 | -7 | -5 | 1 | -25 | 8 | -2 | 0.3
O=C(NCCc1ccccc1)C1CCN(C(=O)c2ccc([N+](=O)[O-])cc2)CC1 | -8 | -10 | -7 | -4 | -1 | 23 | -1 | 1.1
COc1ccc(N=C2NC(=O)/C(=C/C=C/c3ccccc3)S2)cc1 | -9 | 8 | 5 | 3 | -12 | 4 | 14* | 0.4
COc1ccccc1-c1sc2ccccc2c1-c1ccc(C(C)=O)cc1 | -4 | 1 | -4 | 0 | 6 | -287 | 3 | 0.2
O=C(COC(=O)C1CC2C=CC1C2)Nc1ccccc1F (centres undefined) | -7 | 27 | -7 | 4 | -11 | 7 | 0 | 0.2
CCN(C[C@H]1N[C@@](Cc2ccccc2)(C(=O)OC)[C@H]2C(=O)N(Cc3ccccc3)C(=O)[C@@H]12)S(=O)(=O)c1ccc(OC)cc1 | 9 | 17 | -4 | -2 | -7 | 6 | 9 | -0.1
CCN(CC)S(=O)(=O)c1cccc(C(=O)Nc2nc3cc4c(cc3s2)OCCO4)c1 | -6 | -7 | -2 | 5 | -21 | -256 | -2 | 2.3
O=C(C/C=N/OCc1ccc(Cl)cc1Cl)c1ccc(Cl)cc1 | 0 | 5 | -2 | -3 | -21 | 4 | 0 | 11
CCOC(=O)C1=C(C)Nc2ncnn2C1c1c[nH]c2ccccc12 (centres undefined) | -7 | 4 | -9 | 7 | 0 | -6 | 3 | 0.4
COc1ccc(C(=O)NNC(=O)C23CC4CC(CC(C4)C2)C3)cc1OC | -37 | -1 | -3 | 0 | 3 | 1 | 2 | -1.6
CS(=O)(=O)N1CCc2cc(NC(=O)c3ccc(Cl)cc3Cl)ccc21 | -6 | 4 | -5 | -1 | 6 | 16 | 5 | -0.6
O=C(O)CC1(CC(=O)NCc2cccc(Cl)c2)CCCCC1 | -2 | 8 | -7 | 1 | -14 | 14 | -1 | 0.9
COc1ccc(C2c3c(ccc4ccccc34)Oc3ncn4nc(Cc5ccccc5)nc4c32)cc1OC (centres undefined) | -8 | 21 | -3 | 2 | -19 | 4 | 0 | 1.1
CCn1cc(C2=NCCO2)c2ccccc21 | 1 | 9 | -1 | 9 | -10 | 0 | 0 | 0.0
COc1ccc(CNC(=O)COC(=O)C2CC2C)cc1OC (centres undefined) | 8 | -17 | 2 | -4 | -1 | -6 | 1 | -0.4
CC(=O)Nc1ccc(/C=C/c2ccc3c([N+](=O)[O-])cccc3n2)cc1 | 2 | -1 | -2 | 0 | -20 | 2 | -1 | 0.1
COc1c(-c2ccc([N+](=O)[O-])cc2[N+](=O)[O-])c(=O)n(C)c(=O)n1C | -3 | -4 | 6 | -4 | 14 | 27 | 0 | -2.8

One compound at a time, from the list above. Screens in order: ATG4B inhibitor | PfGluPho inh | HKDC1 inh | SENP7 inh | SENP6 inh | SENP8 inh | GRIN3A LBD mod | MPTP block
CCn1cc(C2=NCCO2)c2ccccc21 as listed: 1 | 9 | -1 | 9 | -10 | 0 | 0 | 0.0
CCN(CC)S(=O)(=O)c1cccc(C(=O)Nc2nc3cc4c(cc3s2)OCCO4)c1 as listed: -6 | -7 | -2 | 5 | -21 | -256 | -2 | 2.3
COc1ccc(C2c3c(ccc4ccccc34)Oc3ncn4nc(Cc5ccccc5)nc4c32)cc1OC (centres undefined) as listed: -8 | 21 | -3 | 2 | -19 | 4 | 0 | 1.1

Back to the main list, starting two compounds before the break.
SMILES | ATG4B inhibitor | PfGluPho inh | HKDC1 inh | SENP7 inh | SENP6 inh | SENP8 inh | GRIN3A LBD mod | MPTP block
CC(=O)Nc1ccc(/C=C/c2ccc3c([N+](=O)[O-])cccc3n2)cc1 | 2 | -1 | -2 | 0 | -20 | 2 | -1 | 0.1
COc1c(-c2ccc([N+](=O)[O-])cc2[N+](=O)[O-])c(=O)n(C)c(=O)n1C | -3 | -4 | 6 | -4 | 14 | 27 | 0 | -2.8
COCc1cc(CN2CCN(C)CC2)c(O)c2ncccc12 | 6 | -5 | -7 | 3 | -13 | 22 | 0 | -1.7
Nc1nnc(CC(=O)N/N=C/c2ccc(-c3cccc(C(=O)O)c3)o2)s1 | 2 | 12 | 10 | -10 | -13 | -211 | 0 | 1.0
CC(=O)OC1(C(C)=O)CCC2C3CC(Cl)C4=CC(=O)CCC4(C)C3CCC21C (centres undefined) | 0 | 2 | -5 | nt | nt | 0 | -3 | 0.2
CC(C)COn1c(=S)[nH]c2ccccc2c1=O | 11 | 3 | -5 | 1 | 19 | 15 | -1 | 1.8
CN(Cc1cccs1)CC(O)COCc1ccco1 (centres undefined) | -2 | -12 | -3 | -3 | -4 | 14 | -1 | -1.0
COc1ccc2nc(C)c(C(=O)NN)cc2c1 | -14 | 0 | -7 | -1 | 12 | -90 | 0 | 0.7
Cc1cc(C)cc(N(CCC#N)C(=O)COC(=O)C2CCN(c3ccc(C(F)(F)F)cn3)CC2)c1 | 5 | 12 | 3 | 8 | -3 | -29 | 5 | 0.0
Cc1nc2ccccc2c2c1C(=O)N(Cc1cccnc1)C2=O | 7 | -13 | 0 | 11 | 6 | 12 | -1 | 5.4
O=C(Nc1ccc2c(c1)OCCO2)NC12CC3CC(CC(C3)C1)C2 | -1 | 14 | 2 | 2 | -8 | 8 | -4 | 11
CCOc1cc(CNc2ncn[nH]2)ccc1OCC(=O)NC(C)(C)C | 9 | 8 | -6 | -10 | 0 | 20 | 0 | 0.7
CCNC(=S)N(CCO)Cc1cc2cc3c(cc2[nH]c1=O)OCO3 | 5 | 13 | -6 | -5 | 27 | -310 | -1 | 0.2
CC(=O)Nc1ccc(S(=O)(=O)N(C)CC(=O)OCC(=O)c2ccc[nH]2)cc1 | 6 | 0 | -5 | -2 | 8 | -1 | -1 | -0.2

Limited to HKDC1 inh and ATG4B inhibitor (2 entries from above):
Structure,HKDC1 inh,ATG4B inhibitor
Cc1cc(C)cc(N(CCC#N)C(=O)COC(=O)C2CCN(c3ccc(C(F)(F)F)cn3)CC2)c1,3,5
COCc1cc(CN2CCN(C)CC2)c(O)c2ncccc12,-7,6

Further results follow.
SMILES | ATG4B inhibitor | PfGluPho inh | HKDC1 inh | SENP7 inh | SENP6 inh | SENP8 inh | GRIN3A LBD mod | MPTP block
CCOC(=O)C1=C(C)Nc2nc(SCc3cccnc3)nn2C1c1ccc(OC)cc1 (centres undefined) | -7 | 20 | -6 | -15 | -13 | -16 | -2 | -2.2
CCOc1ccc(NC(=O)CSc2nnnn2C2CC2)cc1S(=O)(=O)N1CCCC1 | -11 | -1 | -1 | -10 | -3 | -2 | -2 | -0.5
COCCN(C(=O)COC(=O)C1CCC(C(C)(C)C)CC1)c1c(N)n(Cc2ccccc2)c(=O)[nH]c1=O (centres undefined) | 3 | -25 | -8 | -15 | 5 | 16 | -2 | -0.8
CN(c1cccc(NC(=O)c2ccc(CN3CCc4ccccc4C3)cc2)c1)S(C)(=O)=O | -8 | 13 | -4 | 10 | -3 | 7 | -2 | 0.0
COc1ccc(-c2nnc(SCC(=O)NC3CC3)o2)cc1 | -2 | 6 | 3 | -9 | -14 | 12 | -3 | 1.3
COc1cnc(-c2ccccn2)nc1Sc1ccc(F)cc1 | 28 | 0 | 21 | -5 | -1 | -3 | -2 | -1.2
O=C(CSc1nnc(C2COc3ccccc3O2)o1)N1CCOCC1 (centres undefined) | 2 | -17 | -1 | 0 | -3 | 19 | 1 | -0.7
Cc1cc(NC(=O)Cn2nnc(-c3ccccc3NC(=O)c3ccccc3F)n2)no1 | -3 | 9 | 1 | 7 | -14 | 3 | -1 | -0.6
CCOCc1c(C(=O)NCC(c2ccco2)N2CCCC2)oc2ccccc12 (centres undefined) | 3 | -5 | -5 | -3 | -4 | -6 | 1 | 0.2
Cn1nc(C(=O)NC2CCCCC2)c2c1-c1ccccc1S(=O)(=O)C2 | 2 | 3 | -3 | -15 | -6 | 4 | -1 | 0.7
Cc1ccccc1-c1nsc(SCC(=O)Nc2ccc3c(c2)OCO3)n1 | 10 | 21 | -11 | 7 | -19 | 5 | 3 | 84*
CCN(CC(=O)NCc1ccc(Cl)cc1)C(=O)CCc1ccccc1O | -2 | -17 | 2 | -2 | -10 | 6 | 0 | -1.1
CC(=O)c1ccc(N2CCN(CCC#N)CC2)c(F)c1 | -6 | 1 | -2 | 5 | -3 | 26 | 4 | 2.1
CN1C(=O)CSc2ccc(NC(=O)NCCC3=CCCCC3)cc21 | 29 | 22 | -4 | 2 | -25 | 26 | -8 | 75*
CC(C)Oc1cc(S(=O)(=O)N2CCCCC2)ccc1N | 1 | -2 | -1 | 1 | 5 | -18 | 1 | 0.3
COc1cc(C)c(C)cc1S(=O)(=O)N1CCN(Cc2ccc3c(c2)OCO3)CC1 | 4 | 0 | -5 | -3 | -15 | 19 | -4 | -0.5
CCc1nc(N2CCN(Cc3ccc4c(c3)OCO4)CC2)c2oc3ccccc3c2n1 | 49* | 7 | -1 | 1 | 3 | -4 | 3 | 2.3
Cc1ccc(OCC(O)Cn2c(=N)n(CCN3CCCCC3)c3ccccc32)cc1 (centres undefined) | -4 | -2 | -8 | 11 | 7 | 19 | 0 | -5.0
CN1CCN(c2nc(-c3ccc(Cl)cc3)nc3ccccc23)CC1 | -14 | 13 | 0 | -2 | -11 | 14 | 3 | -1.8
CN(C(=S)Nc1ccc(SC(F)F)cc1)c1ccc(O)cc1 | -1 | 70* | 4 | 18 | 5 | -42 | -1 | 97*
COc1cccc(OC)c1C(=O)N1CCN(C(=O)c2ccc(-c3ccccc3)cc2)CC1 | -12 | 4 | -1 | 5 | 16 | 6 | -5 | -0.5
CCC(C)c1ccc(NC(=O)C2CCCN(c3ncccn3)C2)cc1 (centres undefined) | 8 | 35 | 6 | -10 | -6 | -59 | -3 | 9.7
Cc1ccnc(NC(=O)CSc2ccc3c(c2)OCCO3)c1 | 3 | -13 | -3 | -10 | -17 | 12 | -1 | 0.2
CCCc1cc(=O)oc2cc(C)cc(OCC(=O)NC(Cc3ccc(Cl)cc3)C(=O)O)c12 (centres undefined) | -25 | -18 | 0 | 2 | -2 | -71 | -5 | -0.3
COc1ccc(Cc2nc3c([nH]2)c(=O)n(C)c(=O)n3C)cc1OC | -3 | -4 | -4 | nt | nt | 13 | -1 | -0.6
CCc1nnc(NC(=O)[C@@H](NC(=O)c2cc(OC)cc(OC)c2)C(C)C)s1 | -4 | -10 | -1 | -6 | -1 | 4 | 0 | 0.3
CCOc1ccccc1NC(=O)NC(=O)N(C)S(=O)(=O)c1ccc(C)cc1 | 3 | 10 | -7 | -5 | 2 | 8 | -2 | 4.6
O=C(C[n+]1ccccc1)N/N=C/c1ccccc1[N+](=O)[O-] | -4 | -9 | -4 | -6 | -17 | 13 | -1 | -0.4
CC(=O)Nc1ccc(S(=O)(=O)NCCc2ccccc2)cc1 | -1 | -4 | 6 | -7 | 1 | 9 | 1 | -1.4
Cc1nn(CC(=O)Nc2ccc(Cl)c(S(=O)(=O)N(C)C)c2)c(C)c1[N+](=O)[O-] | -2 | 1 | -7 | -5 | 0 | 19 | -3 | 1.3
